ER stress rescue = protection against thapsigargin-triggered cell killing – 384-well, CSM14.1, ATP luminescence, primary screen (AID 1222); CSM14.1 thapsigargin-induced death rescue, ATP luminescence; higher % means a stronger effect; one-dose cellular ATP content (survival), % at 20 µM; EC50 in µM for titrated hits; 190,000 tested, under 10 active;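 active = EC50 below 50 µM in the dose-response confirmation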;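 note: death triggered by thapsigargin at about 15 µM added after 2 h compound pretreatment; cell ATP read after overnight thapsigargin exposure of roughly 18 to 22 hours; normalized against plate controls of thapsigargin alone and 5% DMSO vehicle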
GPR55 activation = GPR55 agonists via beta-arrestin recruitment, primary screen, imaging, U2OS cells, beta-arrestin-GFP redistribution (AID 1961). U2OS GPR55 beta-arrestin-GFP redistribution imaging; higher % means a stronger effect. one-dose activation, % at 10 µM; EC50 in µM for titrated hits. 290,000 compounds, 0.048% hits;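 active = activation above 40% with more than 50 cells counted in the well; inconclusive = wells holding fewer than 50 cells, flagged as toxic or sparse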;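 note: U2OS osteosarcoma cells stably expressing GPR55 and beta-arrestin-GFP; plate controls were DMSO negative control for no effect and LPI positive control for full effect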
NTR1 agonist = NTR1-driven beta-arrestin-GFP spot formation – imaging, U2OS cells, high content, primary screen (AID 493036). agonist mode. 330,000 compounds, 0.17% hits. activation, % at 20 µM. P30989;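 active = activation at or above 40% of the spot to cytoplasm intensity ratio, with at least 20 cells analyzed; inconclusive = wells under 20 cells, flagged as cytotoxic or low count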;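 note: 0% = DMSO without peptide and 100% = 100 nM NTR1 peptide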
Target sequence (P30989 whole entry, looked up): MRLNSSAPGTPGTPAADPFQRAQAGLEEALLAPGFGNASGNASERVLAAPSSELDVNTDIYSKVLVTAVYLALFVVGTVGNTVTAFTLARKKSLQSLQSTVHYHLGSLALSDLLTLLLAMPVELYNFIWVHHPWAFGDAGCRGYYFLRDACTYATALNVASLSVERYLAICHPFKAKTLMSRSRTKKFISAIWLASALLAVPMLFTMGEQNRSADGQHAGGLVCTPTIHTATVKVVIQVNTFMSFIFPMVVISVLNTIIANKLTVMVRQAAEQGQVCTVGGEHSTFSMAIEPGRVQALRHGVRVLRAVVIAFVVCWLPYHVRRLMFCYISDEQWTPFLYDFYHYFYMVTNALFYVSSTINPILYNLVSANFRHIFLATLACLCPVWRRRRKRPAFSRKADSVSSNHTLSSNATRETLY
NOD2 inhibition = inhibition of NOD2-driven NF-kB reporter – cell-based, luminescence, uHTS, HEK293 (AID 1566); inhibition, % at 4 µM, or EC50 in µM where a hit was titrated; HEK293 NOD2/NF-kB luciferase reporter, luminescence; higher % means a stronger effect; 290,000 compounds, 0.63% hits; note: many of its hits are not listed in these tables
Yfh1-off respiration = enhancers of respiration in Yfh1-depleted yeast, dose response, Friedreich's ataxia, plus single-dose screen (AID 1465) | 220,000 compounds, 0.074% hits | S. cerevisiae Yfh1-off respiration, WST-1 reduction, 72 h; higher fold induction means a stronger effect | fold induction at 50 µM, or EC50 in µM where a hit was titrated;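 active = fold induction of absorbance versus untreated yeast above a set limit, then at least 30% activation at any dose in follow-up; inconclusive = repeats straddling the limit, or above it without dose testing; inactive = fold induction below the set limit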;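 note: activators that raise dye reduction in frataxin-depleted yeast; strong numbers were not always called active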
KOR beta-arrestin-1 = KOR antagonists, beta-arrestin recruitment, cell-based, luminescence, uHTS (AID 1778); KOR beta-arrestin recruitment, luminescence, antagonist mode; higher % means a stronger effect; inhibition, % at 10 µM; hits with a dose series show IC50 in µM; 290,000 compounds, 0.091% hits; note: strong numbers were not always called active
KOR beta-arrestin-2 = KOR agonists, beta-arrestin recruitment, primary screen, cell-based, luminescence, uHTS (AID 1777); KOR beta-arrestin recruitment, luminescence; higher % means a stronger effect; activation, % at 10 µM; hits with a dose series show EC50 in µM; 280,000 compounds, 0.02% hits; in the data active = activation above about 50%, passing the limit was not always enough; note: a part of the inactive calls stands beside numbers as strong as those of hits
TNAP activators = human TNAP enzyme activators, primary screen, biochemical, luminescent, no phosphate acceptor, uHTS (AID 1001); purified TNAP, luminescent activation assay, no phosphate acceptor; higher activation fold means a stronger effect; activation fold at 20 µM, or EC50 in µM where a hit was titrated; 200,000 compounds, 0.03% hits; in the data active = activation fold from about 3, or a potency from the dose series; inactive = the rest, 99 in 100 with activation fold below about 1.6; note: many of its hits are not listed in these tables
NOD1 NF-kB reporter = inhibition of NOD1-driven NF-kB reporter – cell-based, luminescence, uHTS, primary screen (AID 1578); NOD1-driven NF-kB luciferase reporter cells, luminescence; higher % means a stronger effect; inhibition, % at 4 µM; hits with a dose series show EC50 in µM; 290,000 compounds, 1% hits; in the data active = inhibition mostly above about 36%, no sharp cut-off; inactive = mostly below about 34%;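 note: HEK-293T reporter cells stimulated with the NOD1 agonist gamma-tri-DAP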
NTR1 agonist cell count 20 µM = recorded beside NTR1 agonist, whose call it bears; cell count; measured here: cell count, cytotoxicity flag
The depositor's hits bear a star; i = inactive; ? = inconclusive; / = no result given; [ ] = dose if it differs, or a comment. Cut-off read from the data, not from the text of the source, unless noted: active = inhibition above about 50%; inactive = the rest.

SMILES | ER stress rescue | GPR55 activation | NTR1 agonist | NTR1 agonist cell count 20 µM | NOD2 inhibition | Yfh1-off respiration | KOR beta-arrestin-1 | KOR beta-arrestin-2 | TNAP activators | NOD1 NF-kB reporter
COc1ccc(SCCC(=O)NCc2ccncc2)cc1 | / | -0.2% | -0.7 | 57 | 14% | i | 5% | -2.1% | / | 1%
CCc1ccccc1S(=O)(=O)Cc1ccc(C(=O)N2CCN(c3ccccn3)CC2)o1 | -1.6% | -0.2% | 3.2 | 56 | 8% | i | -18% | -2.1% | 1 | 15%
COc1cc(/C=N/N2C(=O)CSC2=S)cc(Br)c1O | 0.4% | -0.7% | / | / | 11% | i | 14% | -7.6% | 0.9 | -39%
Cc1cc(C)cc(OCC(=O)Nc2ccc3c(c2)C(=O)c2ccccc2C3=O)c1 | -0.5% | -0.2% | 0.0 | 86 | 4% | i | -13% | -4.2% | 0.8 | -43%
Nc1nc(CN2CCN(c3ccccn3)CC2)nc(Nc2ccc(Cl)cc2)n1 | -3.0% | -0.2% | 0.6 | 101 | 12% | i | -51% | -6.9% | 1 | 19%
CCc1nc(SCC(=O)NCC2CCCO2)c2c(=O)n(C)c(=O)n(C)c2n1 (stereo not drawn) | / | -0.1% | 0.1 | 72 | 6% | / | -5% | 8.4% | / | -11%
O=S(=O)(c1cccc(-c2nnc(SC(F)F)n2-c2ccccc2)c1)N1CCCCC1 | 0.1% | 0.2% | 0.4 | 43 | 27% | i | 14% | 4.7% | 1 | 14%
CC(Sc1n[nH]c(N)n1)C(=O)C12CC3CC(CC(C3)C1)C2 (stereo not drawn) | -0.8% | -0.2% | 0.8 | 29 | 5% | i | 6% | -5.6% | 1.1 | -12%
CNC(=O)[C@@]1(C)C=C[C@@H](Cc2ccccc2)N1C(=O)OC | -0.6% | -0.1% | 13 | 91 | -16% | i | 26% | 0.1% | 1.1 | -16%
CC1CC(C)CN(CC(C)(C)NS(=O)(=O)c2ccccc2)C1 (stereo not drawn) | -0.7% | -0.2% | -0.7 | 45 | -15% | i | -34% | -3.0% | 1.1 | -1%
Cc1ccc(NC(=S)Nc2cccc(-c3n[nH]c(=S)o3)c2)cc1 | / | -0.1% | 2.3 | 48 | -22% | i | 29% | 3.9% | / | -1%
COc1ccc2c(Cl)c(C(=O)NCCCn3ccnc3)sc2c1 | 1.6% | -0.1% | -2.0 | 62 | 8% | i | -10% | -2.5% | 1 | -25%
COCCOc1cnn(-c2cc(Oc3ccc(C)cc3)ncn2)c(=O)c1Cl | -0.5% | 0.3% | 0.2 | 40 | 8% | i | 14% | -1.7% | 1 | 10%
CCCCNS(=O)(=O)c1ccc(OC)c2ncccc12 | 3.1% | -0.1% | -1.3 | 98 | 12% | i | -15% | 1.4% | 1.1 | -13%
CC(=O)N/N=C/c1cc(C(C)C)cc(/C=N/NC(C)=O)c1O | 6.3% | 0.0% | 1.2 | 43 | 14% | i | -11%[20 µM] | / | 2.8 | 17%
O=C(O)CC(=O)Nc1ccccc1 | -2.1% | 0.2% | -5.4 | 65 | 4% | i | 0% | -2.8% | 1.1 | -15%
CCCCn1c(Oc2ccc(C(=O)OC)cc2)nc2c1c(=O)n(C)c(=O)n2C | 5.5% | -0.2% | 5.0 | 62 | 7% | i | 21% | 1.4% | 1.1 | 9%
c1ccc(OCc2nn3c(Cn4cnc5ccccc54)nnc3s2)cc1 | 1.8% | 0.2% | -0.7 | 67 | 6% | i | 38% | -3.8% | 1.1 | -6%
CSc1nc(-c2cccs2)c(C#N)c(=O)[nH]1 | / | 0.2% | 1.7 | 54 | 10% | i | 1% | -1.9% | / | -9%
Cc1ccc(-c2csc(NCCn3c(-c4ccncc4)nc4ccccc43)n2)cc1 | / | 0.2% | 9.9 | 90 | 17% | / | / | / | / | -4%
CCOCCCNC(=O)c1cc2c(=O)n3ccccc3nc2s1 | / | -0.1% | -0.3 | 80 | 1% | / | 13% | -5.4% | / | -9%
COc1ccc(/C=C/C(=O)O)cc1S(=O)(=O)NC1CCS(=O)(=O)C1 (stereo not drawn) | -0.2% | -0.5% | -1.2 | 37 | 5% | i | -27% | -0.8% | 1 | -18%
CCCCCC(=O)Nc1cccc(C2=NOC3(C2)C[C@@H](C(N)=O)N(C(=O)c2ccc(Cl)cc2)C3)c1 (stereo partly drawn) | / | -0.2% | 1.0 | 53 | -2% | i | 12% | -0.3% | / | -14%
COc1ccc(-c2noc(CCCC(=O)NCC3CCCO3)n2)cc1 (stereo not drawn) | / | 0.0% | 1.0 | 60 | 10% | / | -5% | -3.0% | / | -25%
CCOC(=O)c1c(-c2ccccc2)oc2ccc(OCC(N)=O)cc12 | / | -0.2% | 6.1 | 65 | 16% | / | -6%[20 µM] | -6.5% | / | -19%
N#Cc1c(N)n(CCNC(=O)c2cccs2)c2nc3ccccc3nc12 | 1.9% | 0.0% | -1.6 | 39 | 11% | i | 13% | -3.4% | 1.1 | -12%
O=C(Cn1cc(C(=O)c2ccco2)c2ccccc21)NC1CCCCC1 | -2.2% | 1.4% | 0.6 | 45 | 6% | i | 24% | -5.6% | 1.2 | -11%
CC(OC(=O)c1c2c(nc3ccccc13)/C(=C\c1ccc3c(c1)OCO3)CCC2)C(=O)Nc1ccc(S(N)(=O)=O)cc1 (stereo not drawn) | -3.5% | 0.8% | / | / | 16% | ? | -22% | 11% | 1 | -9%
COc1ccccc1C(=O)NCCC(=O)NCC(c1ccccc1)N(C)C (stereo not drawn) | / | 0.0% | -0.1 | 62 | 7% | / | 8% | 0.5% | / | -12%
CSc1ccc(C(=O)C2CCCN(C(=O)c3nonc3C)C2)cc1 (stereo not drawn) | / | -0.1% | 0.3 | 45 | 26% | / | -8% | 6.5% | / | 16%
COc1ccc(CCNS(=O)(=O)c2ccc3c(c2)OCCO3)cc1OC | / | -0.1% | -1.8 | 67 | 12% | i | 0% | -0.1% | 1.1 | -15%
O=C1C(=O)N(CCCn2ccnc2)C(c2ccc(Br)cc2)/C1=C(\O)c1ccc2c(c1)OCCO2 (stereo not drawn) | / | 0.0% | -0.6 | 71 | 5% | / | -11% | 7.5% | / | -35%
COc1ccc2nc(SCc3nc(N)nc(Nc4ccccc4)n3)[nH]c2c1 | 4.3% | -0.2% | -0.3 | 36 | 1% | i | 15% | 2.7% | 1.2 | -26%
COCCOC1CCN(C(=O)C2CCC(=O)N(CCc3cccc(F)c3)C2)CC1 (stereo not drawn) | / | -0.1% | 0.2 | 64 | 14% | / | 7% | -3.9% | / | -24%
COC(=O)c1c(C(=O)OC)c(-c2cccc(Cl)c2)n2c1CS(=O)(=O)C2 | / | -0.1% | -1.3 | 51 | 6% | / | -16% | 4.6% | / | -8%
O=C1CN(S(=O)(=O)c2ccc(F)cc2)c2ccccc2N1 | / | -0.1% | -0.9 | 58 | -2% | / | -13%[20 µM] | -2.7% | / | -15%
CC1(C)CC(NC(=O)c2ccncc2)CC(C)(C)N1O | -0.1% | 0.5% | 0.1 | 75 | -10% | i | -9% | -0.3% | 0.9 | -27%
CCc1ccc(NC(=O)CC2S/C(=N/N=C3CCCCCC3)NC2=O)cc1 (stereo not drawn) | / | 0.0% | 1.2 | 48 | 3% | / | 15% | -3.3% | / | -5%
Cc1oc(S(=O)(=O)N2CCCC2)cc1C(=O)Nc1ccc(F)cc1 | / | 0.0% | 0.5 | 41 | 10% | i | 7% | 4.1% | / | -2%
O=C(O)c1ccc(OCC(O)Cn2cnc3ccccc32)cc1 (stereo not drawn) | 5.0% | -0.1% | 2.0 | 50 | 2% | i | -16% | 5.9% | 1.1 | -10%
Cc1nn(-c2ccccc2)c(Cl)c1/C=N/NC(=O)c1ccccc1F | / | -0.2% | 1.0 | 55 | -52% | i | 6% | 0.0% | / | 0%
NC(=O)C1CCN(CC(=O)N2c3ccccc3CCc3ccccc32)CC1 | -3.0% | -0.2% | -0.7 | 93 | -2% | i | -24% | 2.5% | 1 | -20%
O=c1c2c3c(sc2n2cnnc2n1Cc1ccccc1)CN(Cc1ccccc1)CC3 | -1.8% | -0.2% | 5.6 | 88 | -6% | i | 46% | -7.1% | 1 | -29%
COC(=O)c1ccc(CNC(=O)/C=C/c2cc([N+](=O)[O-])ccc2OC(F)F)cc1 | -2.5% | 0.0% | 1.7 | 81 | -12% | i | 4% | 5.3% | 1.1 | -15%
COc1ccc(N2CCC(CNC(=O)Nc3ccc(Cl)cc3)C2)cc1 (stereo not drawn) | 0.3% | 0.2% | 7.7 | 57 | 0% | i | 22% | -1.2% | 1.1 | -30%
CCOc1ccc(/C=N/NC(=O)c2ccc(Cn3cc(Br)cn3)o2)cc1 | -1.0% | 0.0% | 0.9 | 64 | -40% | i | / | 1.1% | 1.1 | -27%
COc1ccc(CCNC(=O)CSc2ccc(-c3ccccc3)nn2)cc1 | -0.6% | -0.6% | 0.6 | 60 | 11% | i | 36% | 3.5% | 1.1 | -18%
COC(=O)[C@@H]1C[C@]2(OC(=O)c3ccccc3)C=CC(=O)C[C@@H]2N1C(=O)OCc1ccccc1 | -0.8% | -0.1% | 7.5 | 81 | 10% | i | 21% | -1.7% | 1 | -5%
Cc1nn(C)c(C)c1NS(=O)(=O)c1ccc(N2CCCC2=O)cc1 | 0.1% | -0.1% | 2.5 | 81 | 2% | i | -23%[20 µM] | 5.1% | 1.1 | -9%
CCCCCCc1c(O)nc(SCCN(C)C)[nH]c1=O | / | 0.3% | 0.8 | 75 | 4% | i | 10% | 0.9% | / | -7%
CCOC(=O)C(C)Sc1cnccn1 (stereo not drawn) | 1.4% | 0.0% | 0.5 | 86 | 6% | i | 8% | -1.6% | 1.1 | -25%
CCO[C@@H]1OC(C(=O)Nc2ccccc2)=C[C@H](c2ccc(C(F)(F)F)cc2)[C@H]1CCCO | 4.7% | 0.5% | 18 | 64 | 24% | i | -15% | -3.4% | 1.1 | -4%
O=C(CN(c1ccc(Br)cc1)S(=O)(=O)c1ccc(Cl)c([N+](=O)[O-])c1)NCCc1ccccc1 | -1.2% | -0.1% | 6.8 | 28 | -4% | i | -60%[20 µM] | 13% | 1.1 | 25%

Arranged by length of the SMILES (largest number first): part of the list above
SMILES | ER stress rescue | GPR55 activation | NTR1 agonist | NTR1 agonist cell count 20 µM | NOD2 inhibition | Yfh1-off respiration | KOR beta-arrestin-1 | KOR beta-arrestin-2 | TNAP activators | NOD1 NF-kB reporter
CCO[C@@H]1OC(C(=O)Nc2ccccc2)=C[C@H](c2ccc(C(F)(F)F)cc2)[C@H]1CCCO | 4.7% | 0.5% | 18 | 64 | 24% | i | -15% | -3.4% | 1.1 | -4%
Cc1nn(C)c(C)c1NS(=O)(=O)c1ccc(N2CCCC2=O)cc1 | 0.1% | -0.1% | 2.5 | 81 | 2% | i | -23%[20 µM] | 5.1% | 1.1 | -9%
CCCCCCc1c(O)nc(SCCN(C)C)[nH]c1=O | / | 0.3% | 0.8 | 75 | 4% | i | 10% | 0.9% | / | -7%

The list is partial; the hit share may differ from the screen's.
